ERK AVP block: vasopressin-driven ERK pathway inhibition. HEK293-V1b, vasopressin-stimulated pERK AlphaScreen. Potency, µM (top dose mostly 57.5 µM), for inactives: at the top dose activity, negative = inhibition, hits mostly inhibitors. 72,000 compounds, 0.99% hits. AID 995; note: potency is the fitted concentration of half-maximal effect; % is set by controls: 0 for no effect and ±100 for the full control effect; nearly all actives have a fitted effect of over 55% in size
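Overnight-seeded V1b-HEK293 cells in 1% FBS got compound, then vasopressin (25 nM final, 5 min, 37C), then lysis buffer. AlphaScreen detection of phospho-ERK; activity normalized to basal and full-stimulation controls.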
Casp1 inh: caspase-1 (human) inhibition, allosteric or competitive; Caspase-1 enzyme, Ac-WEHD-AFC fluorogenic rate; Potency, µM (series often up to 57.5 µM), without a hit: at the highest dose activity change, negative = inhibition, most hits filed as inhibitors; 75,000 compounds, 0.03% hits;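 note: potency is the fitted concentration of half-maximal effect; plate controls were vehicle for no effect and no substrate for full effect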
CRE Fsk mod: alters forskolin-stimulated CRE reporter signaling in CHO cells | CHO CRE-bla reporter (cAMP response element driving beta-lactamase), forskolin EC10, beta-lactamase ratio | Potency, µM (doses to about 38.2 µM), for the others: top-dose activity change, negative = inhibition, hits mostly activators | 71,000 compounds, 2.5% hits | AID 662; active = well fitted activation curve with a large enough effect in the signal ratio, with a control signal flat, not every such curve was filed as active; inconclusive = small, poorly fitted or top-dose-only effect, or effect the other way, or a change in a side signal; the % refers to the signal ratio; note: potency is the fitted concentration of half-maximal effect; % of control where 0% means no effect
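CHO CRE-bla cells, overnight plating in Opti-MEM with 0.5% dialyzed FBS; cpd titration + EC10 NKH 477, 3 h 37 °C; CCF4 2 h RT; ex 405/em 460 vs 530 ratio → %Activity, AC50.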
Tau filament bind: binders of human tau filaments; AID 596; Potency, µM (series often up to 57.1 µM), inactives show at the top dose activity change, negative = inhibition; 71,000 compounds, 2% hits; recombinant tau filaments, thioflavin S fluorescence, 15 h; filaments grown with octadecylsulfate alongside compound;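 note: potency is the fitted concentration of half-maximal effect; % is set by controls: 0 for no effect and ±100 for the full control effect; actives lower thioflavin S fluorescence by blocking filaments or displacing dye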
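His-tagged recombinant human tau (exons 2, 3, 10; 1 uM final) fibrillized with 30 uM sodium octadecylsulfate, 15 h at 37 C, in pH 7.4 HEPES buffer with 10 uM thioflavine S and 5 mM DTT. Reduced ThS fluorescence (450/510 nm) marks activity.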
Caspase-7 inhib: blocks human caspase-7 allosterically or competitively; P55210; 75,000 compounds, 0.02% hits; AID 889; recombinant caspase-7, Ac-DEVD-AFC fluorescence rate; Potency, µM (doses to about 57.5 µM), without a hit: at the top dose activity change, negative = inhibition, actives largely listed as inhibitors; active = well fitted inhibition curve with a large enough effect in the main read-out, with a control signal flat, not every such curve was filed as active; inconclusive = small, poorly fitted or top-dose-only effect, or a change in a side signal; note: potency is the fitted concentration of half-maximal effect; % of control where 0% means no effect
Target sequence (P55210 24-198 limits assumed): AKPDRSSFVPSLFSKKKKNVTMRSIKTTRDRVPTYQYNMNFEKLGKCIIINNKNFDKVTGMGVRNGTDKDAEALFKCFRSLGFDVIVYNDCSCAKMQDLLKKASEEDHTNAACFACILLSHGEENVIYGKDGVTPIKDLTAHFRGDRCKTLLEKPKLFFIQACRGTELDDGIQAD
Target sequence (P55210 207-303 limits assumed): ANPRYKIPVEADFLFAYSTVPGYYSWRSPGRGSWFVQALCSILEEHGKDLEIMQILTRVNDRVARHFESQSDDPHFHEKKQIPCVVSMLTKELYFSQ
BRCT PPI red: BRCT-phosphoprotein interaction inhibition (red fluorophore); P38398; BRCT-phosphopeptide binding, red fluorescence polarization; Potency, µM (titrated, usually from 76.9 µM), inactives show at the top dose activity change, negative = inhibition, usual class: inhibitors; 75,000 compounds, 0.03% hits; AID 892; note: % is set by controls: 0 for no effect and ±100 for the full control effect
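Rhodamine-labelled pBACH1 10-mer (100 nM) bound to BRCT domain (100 nM) at pH 7.3; compounds incubated 12 min room temperature, polarization read. Free peptide defines full inhibition; unlabelled decapeptide titrated as control.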
HEK293 cAMP ctrl: raises cAMP in parental HEK293 cells, TSHR agonist counter-screen; parental HEK293 CNG cAMP sensor, membrane potential fluorescence; Potency, µM (titrated, usually from 57.1 µM), without a hit: top-dose activation, usual class: activators; 73,000 compounds, 2.5% hits; AID 938; note: potency is the fitted concentration of half-maximal effect; % of control where 0% means no effect; nearly all actives have a fitted effect of over 55% in size
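Counterscreen for endogenous-receptor signalling: CNG-channel HEK 293 cells report cAMP rise by membrane depolarization. After 60 min dye equilibration with 100 uM RO 20-1724, compounds incubated 30 min before bottom-read fluorescence at 590 nm.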
A350 fluor: A350 region autofluorescence; 59,000 compounds, 11% hits; AID 590; Compound autofluorescence, 340/450 nm, Alexa 350 dye-equivalents; hits give high values; max dye-equivalent concentration, M; in the data active = max dye-equivalent concentration above about 10 nM; inconclusive = mostly about 1.1 nM to 9.6 nM
USP2a inhib: USP2a (human) protease inhibition; O75604; USP2a enzymatic assay, qHTS inhibition; Potency, µM (top dose mostly 38.3 µM), for inactives: at the highest dose activity change, negative = inhibition, actives largely listed as inhibitors; 60,000 compounds, 0.1% hits;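 note: potency is the fitted concentration of half-maximal effect; nearly all actives have a fitted effect of over 60% in size; plate controls were DMSO for no effect and NEM full inhibition control for full effect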
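20 nM USP2 core + cpd, 30 min RT; add 20 nM Ub-PLA2/20 uM NBD C6-HPC; read Ex460/Em535 at 0 h and 2.5 h. Normalized to NEM; qHTS curve fit/classification.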
BRCT PPI green: BRCA1 BRCT-phosphoprotein interaction inhibition | BRCA1 BRCT-phosphopeptide binding, green fluorescence polarization | Potency, µM (top dose mostly 76.9 µM), inactives show at the highest dose activity change, negative = inhibition, usual class: inhibitors | 75,000 compounds, 0.05% hits | P38398;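 note: potency is the fitted concentration of half-maximal effect; plate controls were peptide without protein for full effect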
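Compounds were incubated for 12 min at room temperature with a complex of 100 nM fluorescein-tagged pBACH1 decapeptide and 250 nM His-tagged BRCT protein. Buffer was phosphate pH 7.3 with EDTA, DTT and Tween 20. Disruption of binding lowers the polarization signal.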
FLuc inh: inhibitors of firefly luciferase; purified firefly luciferase, luminescence, 8 min; 72,000 compounds, 2.2% hits; Potency, µM (series often up to 57.1 µM), for the others: at the top dose activity change, negative = inhibition, most hits filed as inhibitors; P08659; note: potency is the fitted concentration of half-maximal effect; % is set by controls: 0 for no effect and ±100 for the full control effect; nearly all actives have a fitted effect of over 40% in size
Target sequence (P08659 whole entry, looked up): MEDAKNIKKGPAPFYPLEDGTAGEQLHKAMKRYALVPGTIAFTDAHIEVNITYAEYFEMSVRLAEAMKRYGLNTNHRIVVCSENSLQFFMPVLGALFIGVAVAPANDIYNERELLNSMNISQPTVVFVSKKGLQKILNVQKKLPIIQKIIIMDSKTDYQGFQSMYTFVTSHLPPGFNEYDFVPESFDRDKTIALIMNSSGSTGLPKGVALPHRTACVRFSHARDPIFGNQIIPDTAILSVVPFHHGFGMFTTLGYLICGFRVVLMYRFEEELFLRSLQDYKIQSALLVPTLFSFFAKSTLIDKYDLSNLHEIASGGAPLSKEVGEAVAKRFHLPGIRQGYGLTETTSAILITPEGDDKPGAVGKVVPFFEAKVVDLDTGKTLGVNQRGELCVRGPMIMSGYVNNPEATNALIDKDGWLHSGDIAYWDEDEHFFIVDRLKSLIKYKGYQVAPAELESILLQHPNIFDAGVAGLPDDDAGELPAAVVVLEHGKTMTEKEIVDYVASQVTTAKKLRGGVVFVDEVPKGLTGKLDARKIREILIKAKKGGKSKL
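Titration-based qHTS; buffer 50 mM imidazole pH 7.2, 50 mM KCl, 7 mM MgCl2, 10 uM ATP, 0.01% Tween 20, 0.05% BSA; luciferase/luciferin detector mix added after compound; 8 min, ambient; luminescence.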
Active calls of the source: *; i = inactive; ? = inconclusive; . = not tested or not shown; & = joins results of further samples; [ ] = remark or other dose. Unless noted, calls come from the whole dose curve; as a rule, active = well fitted curve in the direction sought with a large enough effect; inconclusive = small, poorly fitted or top-dose-only effect, or another doubt; inactive = no such curve, though single readings can be large; an effect the other way counts as inactive or inconclusive.

A first look (3 entries):
SMILES	ERK AVP block	Casp1 inh	CRE Fsk mod	Tau filament bind	Caspase-7 inhib	BRCT PPI red	HEK293 cAMP ctrl	A350 fluor	USP2a inhib	BRCT PPI green	FLuc inh
Cc1nc2ccc(S(=O)(=O)NC(CC(C)C)C(=O)O)cc2s1 (stereo unspecified)	10%	0%	?	-7%	1%	-0.1%	25%	i	-1%	-3.0%	2%
C=Cc1cccc(NC(=O)COc2ccccc2)c1	15%	-2%	-4%	-8%	2%	0.1%	14%	i	0%	3.9%	-5%
Cc1ccc2cccc(S(=O)(=O)N3CCN(c4ccccc4F)CC3)c2n1	-24%	-1%	?	15%	-3%	0.3%	?	i	34%[activator]	0.6%	0%

Main list, previewed entries included:
SMILES	ERK AVP block	Casp1 inh	CRE Fsk mod	Tau filament bind	Caspase-7 inhib	BRCT PPI red	HEK293 cAMP ctrl	A350 fluor	USP2a inhib	BRCT PPI green	FLuc inh
Cc1nc2ccc(S(=O)(=O)NC(CC(C)C)C(=O)O)cc2s1 (stereo unspecified)	10%	0%	?	-7%	1%	-0.1%	25%	i	-1%	-3.0%	2%
C=Cc1cccc(NC(=O)COc2ccccc2)c1	15%	-2%	-4%	-8%	2%	0.1%	14%	i	0%	3.9%	-5%
Cc1ccc2cccc(S(=O)(=O)N3CCN(c4ccccc4F)CC3)c2n1	-24%	-1%	?	15%	-3%	0.3%	?	i	34%[activator]	0.6%	0%
CC(c1ccco1)N(Cc1ccco1)C(=O)Nc1ccccc1 (stereo unspecified)	19%	1%	-7%	-9%	0%	-0.8%	?	i	13%	-1.0%	1%
CC(NC(=O)NC12CC3CC(CC(C3)C1)C2)C1CCCO1 (stereo unspecified)	-4%	0%	12%	15%	1%	-2.4%	3%	i	12%	0.3%	-1%
COc1ccccc1CNC(=O)CCS(=O)(=O)c1ccc2c(c1)CCCN2C(C)=O	12%	1%	-7%	-5%	-1%	0.8%	?	i	5%	-1.8%	0%
Cc1ccc2cc(C(c3nnnn3Cc3ccccc3)N3CCN(c4ccccc4)CC3)c(=O)[nH]c2c1 (stereo unspecified)	-10%	-6%	-23%	18%	-9%	-1.2%	12%	i	22%	-0.6%	1%
COc1cccc(Cn2c(-c3cccs3)noc2=O)c1	-4%	-3%	5%	3%	-1%	-0.1%	29%	i	-4%	1.1%	-2%
COc1cc(NS(=O)(=O)c2ccccc2)ccc1-n1nc(C)cc1C	-16%	0%	-2%	-4%	-2%	0.9%	8%	i	-3%	-0.4%	1%
Cc1ccc2cc3cc(C(=O)NCc4ccc5c(c4)OCO5)oc3nc2c1	16%	1%	?	128%	0%	-1.3%	1%	i	2%	-0.9%	0%
Cc1sc2nc(SCC(=O)N(C)C)[nH]c(=O)c2c1C	-11%	-2%	?	-4%	0%	2.3%	3%	i	3%	1.9%	-1%
Cn1c(=O)c2c(ncn2CC(O)CO)n(C)c1=O (stereo unspecified)	0%	4%	.	.	0%	-0.1%	.	i	-1%	-1.4%[3.08 µM]	1%[25.5 µM]
O=C(CCN1C(=O)CSC1=O)Nc1ccccc1	8%	-1%	-5%	6%	0%	-1.8%	?	i	-5%	0.9%	1%
Cc1cc(-c2nnc3n2N=C(C(C)(C)C)CS3)n[nH]1	-19%	1%	?	-11%	-1%	-1.2%	5%	?	12%	1.0%	1%
O=C(c1ccc(Br)s1)N1CCN(c2ncccn2)CC1	2%	1%	2%	4%	-1%	-1.1%	8%	i	-6%	-1.6%	-2%
CC1=CCC2C(=O)N(c3ccc(C)c(Br)c3)C(=O)C2C1 (stereo unspecified)	.	-2%	-2%	17%	0%	-1.1%	11%	.	.	-3.3%	2%
CCN(C(=O)COc1cc(=O)n(CC)c2ccccc12)c1cc(Cl)ccc1OC	-15%	-5%	?	36%	-1%	-1.8%	?	.	.	1.9%	0%
COc1ccc(COC(=O)c2nc3nc(C)cc(C)n3n2)cc1F	-18%	3%	?	2%	-1%	-2.8%	-8%	i	25%	0.3%	1%
COC(=O)C1(C)Nc2ccccc2C(=O)N1c1ccccc1OC (stereo unspecified)	9%	-2%	-2%	6%	-4%	-1.5%	24%	.	.	-0.4%	4%
Cc1ccc2nsnc2c1S(=O)(=O)N1CCN(Cc2ccc3c(c2)OCO3)CC1	-25%	-2%	-12%	16µM*	0%	-0.6%	5%	i	11%	-0.8%	1%
COC(=O)c1c(C(=O)OC)n(CCCN)c2ccc(C)cc12	1%	0%	18%	-8%	6%	0.0%	13%	8.2e-08M*	-8%	-1.9%	-33%
CC1Cc2cc(/C(O)=C3\C(=O)C(=O)N(CCN4CCOCC4)C3c3ccccc3F)ccc2O1 (stereo unspecified)	-3%	-5%	-5%	18%	-2%	-0.1%	7%	i	13%	-0.2%	2%
Cc1cc(C)c2cc(CN(Cc3ccc4c(c3)OCO4)Cc3nnnn3Cc3ccco3)c(=O)[nH]c2c1	-25%	?	-7%	38%	?	-3.9%	?	?	33%[activator]	12%	-7%
CCCCC(c1nnnn1CC1CCCO1)N1CCN(c2cccc(C)c2C)CC1 (stereo unspecified)	-14%	-3%	-18%	-6%	-2%	-0.4%	?	?	.	-2.3%	1%
COc1ccc(NC(=O)[C@H](CCS(C)(=O)=O)N2Cc3ccccc3C2=O)c(OC)c1	-28%	0%	8%	-5%	-3%	0.9%	2%	.	.	-4.4%	2%
COc1cccc(C2NC(C(=O)O)CCC2C)c1 (stereo unspecified)	11%[11.5 µM]	1%[11.5 µM]	.	.	-1%[11.5 µM]	0.4%[15.4 µM]	-4%[11.4 µM]	.	.	-0.2%[15.4 µM]	.
CS(=O)(=O)OCCCCOS(C)(=O)=O	3%&-5%	1%&-1%	-12%&-7%	-42%&2%	0%&3%	0.2%&-1.2%	18%&-8%	.	43%[activator]	-1.0%	.
Cc1ccc(-n2nc3c(c2NC(=O)c2ccc(Br)o2)CSC3)c(C)c1	-18%	-5%	-15%	31%	-6%	-0.7%	4%	i	17%	-1.0%	1%
O=C(CN(c1ccc2c(c1)OCCO2)S(=O)(=O)c1ccccc1)NCc1ccco1	-18%	-1%	9%	-1%	0%	0.0%	1%	i	3%	1.1%	1%
Cc1cc(NC(=O)C2CCC2)n(-c2ccccn2)n1	-9%	0%	3.2µM*	-1%	8%	-0.8%	16%	?	-6%	0.3%	2%
Cc1ccc(-n2cnnn2)c(S(=O)(=O)N2CCOCC2)c1	?	3%	18%	-3%	0%	-0.3%	10%	i	-2%	-1.4%	4%
COC(=O)CSc1nnc(-c2ccccn2)n1Cc1ccco1	?	0%	-8%	6%	-1%	-1.7%	1%	i	1%	-0.1%	0%
Cc1noc(C)c1S(=O)(=O)N1CCC2(CC1)OCCO2	49%[activator]	0%	?	7%	1%	1.2%	0%	i	4%	-0.9%	5%
CCN(CCNC(=O)c1cc(C)nn1-c1ccccc1)c1ccccc1	-21%	-2%	-12%	-22%	0%	-0.2%	8%	.	.	-2.4%	1%
Cc1c(N)cccc1[N+](=O)[O-]	7%	0%	-20%	-13%	0%	0.4%	-6%	.	.	0.9%	.
COC(=O)[C@@H]1C[C@H]2CC[C@H](O)C[C@H]2N1Cc1ccc(C(C)(C)C)cc1	19%	2%	.	.	-1%	-0.3%	.	.	.	0.2%	.
CCn1c(=O)cc(SCC(=O)Nc2ccc3c(c2)OCCO3)c2ccccc21	?	-2%	?	34%	-1%	-0.8%	21%	i	27%	-0.3%	-6%
CCn1c(SCc2nc(-c3cccs3)no2)nnc1-c1c[nH]c2ccccc12	?	-2%	-9%	31%	-3%	-2.7%	?	i	42%[activator]	-0.4%	-1%
Nc1ccc(-c2nc3ccccc3[nH]2)cc1	.	-1%	-16%	-23%	0%	-3.7%	-14%	.	.	-2.0%	16µM*
Brc1cccc(-c2nnc(SCc3nc4ccccc4[nH]3)o2)c1	?	-8%	2µM*	33%	-3%	-0.3%	20%	i	27%	-0.1%	1%

Single values from the list:
Result of Brc1cccc(-c2nnc(SCc3nc4ccccc4[nH]3)o2)c1 under HEK293 cAMP ctrl: 20%
Result of CCN(CCNC(=O)c1cc(C)nn1-c1ccccc1)c1ccccc1 under Tau filament bind: -22%

Assay outcomes: PubChem BioAssay, National Center for Advancing Translational Sciences (NCATS)
